Tau ThT inhib – qHTS for Inhibitors of Tau Fibril Formation, Thioflavin T Binding | Microtubule-associated protein tau (Homo sapiens), P10636 | recombinant tau K18 P301L, heparin-induced fibrillization, ThT fluorescence | Potency, µM (titrated, usually from 57.4 µM), for the others: at the highest dose activity, negative = inhibition, usual class: inhibitors | actives 2.1% (n = 270,000) | AID 1460, 2008; further: nearly all actives have a fitted effect of over 55% in size
Target sequence (P10636 561-689 P618L limits assumed): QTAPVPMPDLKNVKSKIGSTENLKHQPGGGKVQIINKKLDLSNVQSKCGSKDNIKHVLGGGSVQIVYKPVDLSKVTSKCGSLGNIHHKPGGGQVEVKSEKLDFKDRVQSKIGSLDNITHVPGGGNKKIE
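ThT emission at 510 nm, taken 1 hr after adding 30 uM dye, quantifies aggregates formed when 20 uM heparin acts on human tau K18 P301L for 6 hr at 37 C.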
TexasRed fluor – Total Fluorescence Counterscreen for Inhibitors of the Interaction of Thyroid Hormone Receptor and Steroid Receptor Coregulator 2; Potency, µM (top dose mostly 106 µM), for the others: at the highest dose fluorescence change, negative = quenching; actives 0.29% (n = 280,000); TRb/SRC2 Texas Red total fluorescence interference; active means well fitted curve in either direction with a large enough effect; inconclusive means small, poorly fitted or top-dose-only effect
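Flags fluorescent or light-absorbing compounds by total fluorescence, S + 2P, at 555 nm excitation and 632 nm emission. Mixture: 20 nM Texas Red SRC2 peptide, 0.6 uM human TRb LBD, 1 uM T3, 5% DMSO; compound exposure 5 h at ambient temperature.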
L3MBTL1 block – qHTS Assay for the Inhibitors of L3MBTL1. AID 485360, 2010. Potency, µM (highest dose often 57.1 µM), without a hit: top-dose activity, negative = inhibition, hits mostly inhibitors. actives 0.66% (n = 230,000). AlphaScreen L3MBTL1–H3K9me1 peptide binding; further: nearly all actives have a fitted effect of over 60% in size
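Displacement of a biotinylated histone H3(1-15) peptide monomethylated at Lys9 (75 nM) from L3MBTL1 (50 nM) was measured by AlphaScreen after a 30 min room-temperature compound incubation; cefsulodin titration served as intraplate control.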
GoLoco inh red – qHTS Assay for Inhibitors of RGS12 GoLoco Motif Activity (Red Fluorophore). Guanine nucleotide-binding protein G(i) subunit alpha-1 (Homo sapiens), P63096. Gai1:RGS12 GoLoco peptide FP, rhodamine, 10 min. Potency, µM (titrated, usually from 61.6 µM), for inactives: at the top dose activity, negative = inhibition, actives largely listed as inhibitors. actives 0.44% (n = 230,000). AID 880, 2007; active means well fitted inhibition curve with a large enough effect, not every such curve was filed as active; inactive means no such curve, though single readings can be large or run the other way; further: nearly all actives have a fitted effect of over 30% in size; many of its hits are not listed in these tables
Target sequence (P63096 whole entry, looked up): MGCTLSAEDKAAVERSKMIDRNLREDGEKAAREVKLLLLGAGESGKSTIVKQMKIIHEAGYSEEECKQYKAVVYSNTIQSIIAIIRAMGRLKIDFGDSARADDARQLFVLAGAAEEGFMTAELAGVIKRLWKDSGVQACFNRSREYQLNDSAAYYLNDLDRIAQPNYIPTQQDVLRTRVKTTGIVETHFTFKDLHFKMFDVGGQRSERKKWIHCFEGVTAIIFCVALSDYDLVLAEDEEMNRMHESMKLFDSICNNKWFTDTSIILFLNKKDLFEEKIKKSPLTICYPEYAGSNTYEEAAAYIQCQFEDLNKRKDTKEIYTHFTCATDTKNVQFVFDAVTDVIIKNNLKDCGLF
RECQ1 helicase – qHTS Assay for Inhibitors of RecQ-Like Dna Helicase 1 (RECQ1). ATP-dependent DNA helicase Q1 (Homo sapiens), P46063. RECQ1 DNA unwinding, red fluorescence kinetic read. Potency, µM (doses to about 57.3 µM), for the others: top-dose activity, negative = inhibition, most hits filed as inhibitors. actives 0.54% (n = 240,000);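 further: plate controls were vehicle for no effect and no enzyme for full effect; nearly all actives have a fitted effect of over 30% in size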
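50 nM RECQ1T1 preincubated 15 min with compound in Tris pH 8.0 buffer with MgCl2, DTT, Tween-20 and 2.5 ug/ml poly(dI-dC); started with 200 nM TAMRA/BHQ-2 forked duplex and 2 mM ATP. Unwinding read as fluorescence (525/598 nm), two reads 2 h apart.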
JMJD2E inh – qHTS Assay for Inhibitors of Human Jumonji Domain Containing 2E (JMJD2E); JMJD2E catalytic domain, FDH-coupled NADH fluorescence (FDH is formaldehyde dehydrogenase); actives 1.6% (n = 230,000); Potency, µM (highest dose often 57.1 µM), without a hit: at the highest dose activity change, negative = inhibition, hits mostly inhibitors; AID 2147, 2009; Lysine-specific demethylase 4E (Homo sapiens), B2RXH2; active means well fitted inhibition curve with a large enough effect, not every such curve was filed as active; inconclusive means small, poorly fitted or top-dose-only effect, or another doubt; inactive means no such curve, though single readings can be large or run the other way;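 further: 0% = wells with enzyme and -100% = buffer wells without enzyme; nearly all actives have a fitted effect of over 50% in size; many of its hits are not listed in these tables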
Target sequence (B2RXH2 1-337 limits assumed): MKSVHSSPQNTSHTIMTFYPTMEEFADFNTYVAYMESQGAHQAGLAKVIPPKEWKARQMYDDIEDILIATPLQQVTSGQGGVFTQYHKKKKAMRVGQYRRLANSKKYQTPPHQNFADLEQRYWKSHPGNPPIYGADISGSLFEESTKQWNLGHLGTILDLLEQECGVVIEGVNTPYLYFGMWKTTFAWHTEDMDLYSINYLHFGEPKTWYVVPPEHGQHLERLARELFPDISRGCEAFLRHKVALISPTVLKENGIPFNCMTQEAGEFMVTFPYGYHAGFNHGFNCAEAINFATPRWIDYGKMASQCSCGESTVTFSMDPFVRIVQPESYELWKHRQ
TRb-SRC2 inh – qHTS for Inhibitors of the Interaction of Thyroid Hormone Receptor and Steroid Receptor Coregulator 2. Thyroid hormone receptor beta (Homo sapiens), P10828. TRbeta-SRC2 peptide binding, fluorescence polarization; receptor liganded with 1 µM T3. Potency, µM (series often up to 106 µM), without a hit: top-dose activity change, negative = inhibition, actives largely listed as inhibitors. actives 0.065% (n = 280,000);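 further: plate controls were bound peptide for no effect and peptide without receptor for full effect; nearly all actives have a fitted effect of over 50% in size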
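Fluorescence polarization of 20 nM Texas Red SRC2 peptide with 0.6 uM human TRb ligand-binding domain, in Tris buffer with 1uM T3 and 5% DMSO. Incubated 5 hr ambient; normalized to unbound and bound controls.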
Tau FP inhib – qHTS for Inhibitors of Tau Fibril Formation, Fluorescence Polarization | K18 P301L tau heparin fibrillization, Alexa594 FP, 6 h | Potency, µM (highest dose often 57.7 µM), without a hit: top-dose activity, negative = inhibition, usual class: inhibitors | actives 0.39% (n = 280,000); further: nearly all actives have a fitted effect of over 55% in size
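Steps: dispense K18 P301L tau (15 uM plus 0.24 uM Alexa 594 tracer, final) in pH 7 sodium acetate; add compound; add heparin (20 uM final); incubate 6 hr, 37 C; add ThT (30 uM final); after 1 hr ambient, read FP.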
Numbers without * were called inactive; i = inactive; ? = inconclusive; . = no result given; & = joins results of further samples; [ ] = dose if it differs, or a comment. Unless noted, the call rests on the fitted dose curve; in most records, active means well fitted curve in the direction sought with a large enough effect; inconclusive means small, poorly fitted or top-dose-only effect, or another doubt; inactive means no such curve, though single readings can be large; an effect the other way counts as inactive or inconclusive. Unless noted, on the % scale 0 is the no-effect control and ±100 the full control effect; potency means the concentration at half of the fitted maximal effect.

SMILES	Tau ThT inhib	TexasRed fluor	L3MBTL1 block	GoLoco inh red	RECQ1 helicase	JMJD2E inh	TRb-SRC2 inh	Tau FP inhib
COc1ccc(NC(=S)NNC(=O)c2cccnc2)cc1OC	-10%	-2%	4%	5%	i	-21%	1%	0%
COc1ccc(Cn2c(C)nc([N+](=O)[O-])c2SCC(=O)O)cc1[N+](=O)[O-]	2%	-3%	-6%	-20%	-9%	2%	7%	0%
O=C(CCc1ccccc1)NCCCN1CCOCC1	2%	0%	-2%	5%	0%	-2%	0%	1%
COc1cnn(-c2ccccc2)c(=O)c1N(C)C	-3%	0%	.	3%	6%	-6%	13%	-2%
c1ccc(C2CN3CCSC3=N2)cc1 (centres undefined)	-2%&-1%&2%	0%&-2%&-1%&-2%	4%	6%&5%&2%&-3%	-6%&14%	6%&1%&-5%	11%&7%&3%&-3%	3%&2%&3%
Cc1cc(C(=O)COC(=O)c2ccc(O)cc2)c(C)n1Cc1ccco1	0%	-7%	-17%	6%	-14%	-1%	-7%	-9%
CCOC(=O)CN(C(=O)COc1nc(-c2ccccc2)cc(C)c1C#N)c1ccc(C)cc1	-9%	0%	9%	2%	-1%	?	-6%	-3%
CCc1ccc(C2c3c(-c4cc(C)ccc4O)n[nH]c3C(=O)N2CCO)cc1 (centres undefined)	-4%	-8%	.	.	.	.	-3%	0%
Cc1nc(C)c(-c2csc(N)n2)s1	0%	-3%	2%	9%	-8%	2%	0%	-10%
O=C(Nc1ccccc1)c1cccc(=O)o1	-5%	1%	-3%	4%	i	-3%	1%	-4%
O=C1CSC(=O)N1CC(O)COc1ccc(Cl)cc1 (centres undefined)	-7%	0%	2%	8%	0%	1%	4%	-1%
CN(C)S(=O)(=O)c1ccc(Cl)c(NC(=O)COC(=O)CN2C(=O)NC(C)(C)C2=O)c1	5%	0%	2%	8%	-3%	5%	-5%	-4%
COc1ccc(NC(=O)Nc2sc(NS(=O)(=O)c3ccccc3)nc2C)cc1	?	-3%	-23%	16%	-4%	-3%	5%	1%
COC(=O)c1c(C(=O)OC)c(C)n(Cc2cccnc2)c1C	-1%	-1%	.	9%	-6%	-1%	7%	2%
c1ccc(CCn2nnc3ccccc32)cc1	?	-3%	30%	-2%	i	6%	-5%	0%
Cc1ccc(N(C(=O)c2csnn2)C(C(=O)NC(C)(C)C)c2cccnc2)cc1 (centres undefined)	4%	-1%	-11%	10%	16%	-1%	3%	4%
Cn1c(Cc2cccs2)nnc1SCc1nc2ccccc2[nH]1	-4%	1%	0%	3%	i	3%	-8%	-2%
O=c1[nH][nH]c2cc(=O)n(-c3cccc(C(F)(F)F)c3)nc12	?	-10%	?	13%	-8%	-6%	-1%	-5%
c1ccc(CN2CCN(c3nc(-c4ccccc4)nc(-n4ccnc4)n3)CC2)cc1	?	-3%	-22%	4%	-5%	-1%	1%	?
CCC(Cc1ccccc1)NC(=O)C1=C(C)C(=O)OC12CCC(C)CC2 (centres undefined)	-3%	-1%	12%	1%	0%	-1%	-7%	-1%
CCNc1nc(NCC)nc(OCCOC(=O)Nc2ccccc2)n1	-3%	1%	6%	0%	-6%	4%	2%	-5%
Cc1nn(Cc2ccc(C(=O)NN)cc2)c(C)c1Cl	6%	-2%	5%	1%	-5%	14%	4%	1%
CCc1ccc(NC(=O)C2CCN(S(=O)(=O)c3ccc4[nH]c5c(c4c3)CCCCC5)CC2)cc1	9%	0%	.	.	.	.	5%	3%
O=C(O)c1ccccc1C(=O)NCc1cccnc1	-9%	-1%	6%	5%	-7%	1%	-12%	-11%
Cc1nn(Cc2ccccc2)c2c1C(c1ccncc1)C(C#N)=C(N)O2 (centres undefined)	?	2%	-6%	4%	-11%	1%	-12%	?

Random excerpt: four entries already listed.
SMILES	Tau ThT inhib	TexasRed fluor	L3MBTL1 block	GoLoco inh red	RECQ1 helicase	JMJD2E inh	TRb-SRC2 inh	Tau FP inhib
COc1cnn(-c2ccccc2)c(=O)c1N(C)C	-3%	0%	.	3%	6%	-6%	13%	-2%
COc1ccc(NC(=S)NNC(=O)c2cccnc2)cc1OC	-10%	-2%	4%	5%	i	-21%	1%	0%
Cc1nn(Cc2ccc(C(=O)NN)cc2)c(C)c1Cl	6%	-2%	5%	1%	-5%	14%	4%	1%
Cc1nc(C)c(-c2csc(N)n2)s1	0%	-3%	2%	9%	-8%	2%	0%	-10%

Continuation.
SMILES	Tau ThT inhib	TexasRed fluor	L3MBTL1 block	GoLoco inh red	RECQ1 helicase	JMJD2E inh	TRb-SRC2 inh	Tau FP inhib
CN(C(=O)Nc1cnc2ccccc2c1)c1ccccc1	-1%	0%	2%	103%[activator]	i	?	3%	2%
Cc1ccc(C(=O)Nc2ccc(S(=O)(=O)N3CCN(C)CC3)cc2)o1	1%	-2%	.	7%	2%	-3%	7%	0%
CCCc1nc2sc3c(c2c(=O)n1N)CCC3	-4%	0%	.	3%	1%	1%	8%	0%
C=CCNC(=O)COC(=O)c1ccc(Cl)c(S(=O)(=O)N(Cc2ccccc2)c2ccccc2)c1	8%	0%	-1%	10%	1%	-6%	-28%	8%
CCC(C)(C)NC(=O)C(c1ccc(F)cc1)N(Cc1cccs1)C(=O)c1cnccn1 (centres undefined)	-10%	1%	-2%	4%	-7%	-2%	-1%	-1%
CC(C)(C)C(=O)NCCc1nc2ccccc2n1CC(=O)c1ccc(Cl)cc1	?	-4%	19%	6%	-9%	3%	3%	3%
CCN(CC)S(=O)(=O)c1ccc(O)c(C(=O)OCC(=O)N2c3ccccc3CC2C)c1 (centres undefined)	-4%	0%	.	4%	i	?	5%	-4%
CCN(C(=O)CSc1ccc2ccccc2n1)C1CCS(=O)(=O)C1 (centres undefined)	9%	-1%	6%	6%	i	4%	-5%	5%
COc1cccc(N2CCN(c3ncc4c(n3)CCN(Cc3ccc(Br)cc3)C4)CC2)c1	-17%	0%	.	.	.	.	-7%	9%
CC1(C)Cc2ccccc2C2CC(O)C(=O)N21 (centres undefined)	?	-7%	-6%	-9%	13%	?	4%	-9%
Cn1cnnc1Sc1ccc(C(=O)NCCC23CC4CC(CC(C4)C2)C3)cc1[N+](=O)[O-]	4%	13%	-16%	1%	-1%	0%	-4%	1%
CCN1CCN(C(c2cccc(OC)c2OC)c2nnnn2Cc2ccco2)CC1 (centres undefined)	4%	-2%	-1%	8%	i	2%	-1%	6%
COc1cc2c(cc1OC)CN(C(=O)CSc1nnc(C)s1)CC2	-16%	-1%	.	5%	17%	?	-10%	-1%
O=C(CSc1nncs1)NC(=O)NCc1ccccc1	-7%	-3%	-1%	-4%	6%	1%	-2%	3%
CCC1CCCCN1Cc1ccc(OC)c(OC)c1 (centres undefined)	-1%	-2%	1%	.	-2%	3%	-8%	5%
O=C(Cn1c(=O)n(-c2ccc(F)cc2)c(=O)c2sc3ccccc3c21)NC1CCCC1	16%	-2%	.	.	.	.	-8%	?
O=C(O)CCCc1c(-[n+]2ccccc2)[nH]c2ccccc12	13%	-2%	24%	-1%	-4%	-7%	-1%	1%
O=C(CSc1nc2ccccc2c(=O)n1CCCO)NCc1ccccc1	4%	-1%	-2%	4%	-5%	4%	7%	3%
O=C(CO/N=C/c1ccc(Cl)cc1Cl)NNC(=O)c1cccc(Cl)c1	.	-1%	.	0%	22%	-7%	5%	-15%
CC1Oc2ccccc2C=C1/C=N/NC(=O)c1ccccc1O (centres undefined)	2%	-9%	7%	4%	-11%	-2%	2%	1%
CC(=O)Nc1ccc(/C=C/c2ccc3cccc([N+](=O)[O-])c3n2)cc1	.	-6%	.	-4%	-2%	-4%	13%	-10%
c1ccc(-c2nc(NCC3CCCO3)c3oc4ccccc4c3n2)cc1 (centres undefined)	-7%	-2%	.	4%	-5%	-7%	-8%	?
CCOC(=O)C1=C(O)CSC1=Nc1cccc2ccccc12	-1%	-4%	8%	8%	3%	1%	-2%	-1%
CC(C)Cn1c2c(c(O)c(C(=O)Nn3c(Cc4ccccc4)nc4ccccc4c3=O)c1=O)CCCC2	-7%	-7%	-5%	4%	-7%	?	-2%	-7%
Cc1ccc(Nc2nc3ccccc3c(=O)[nH]2)cc1C	-12%	-2%	.	7%	-2%	1%	-2%	-7%
New compounds follow
SMILES	Tau ThT inhib	TexasRed fluor	L3MBTL1 block	GoLoco inh red	RECQ1 helicase	JMJD2E inh	TRb-SRC2 inh	Tau FP inhib
Cc1ccc(S(=O)(=O)Nc2ccc(NC(=O)c3ccc(F)cc3)cc2)cc1	4%	0%	.	1%	i	-2%	5%	-2%
CCOc1ccc(C2C(C(=O)c3ccco3)=C(O)C(=O)N2Cc2cccnc2)cc1OC (centres undefined)	-14%	0%	.	-15%	-1%	-23%	-6%	-8%
CC(C)C(=O)N1CCC2(CC1)Oc1ccc(F)cc1C(=O)C21CC(c2ccc(Cl)cc2)=NO1 (centres undefined)	6%	-1%	.	4%	i	-4%	3%	8%
COc1cccc(NC(=O)CCNC(=O)c2ccccc2Cl)c1	-3%	0%	.	-13%	-2%	3%	3%	2%
CCc1ccccc1NC(=O)Nc1ccc(F)cc1F	11%	-1%	5%	-1%	19%	-8%	-1%	4%
C=CCn1c(SCn2nnc3ccccc3c2=O)nnc1-c1ccc(F)cc1	-13%	-1%	5%	-3%	i	-9%	-12%	-8%

Screens deposited in PubChem by National Center for Advancing Translational Sciences (NCATS).

A portion of the library (hit frequency here may not be typical).
